Bioassay records: PubChem BioAssay, several laboratories
MRP-1 activ: H69AR viability gain despite doxorubicin, primary screen, MRP-1 activator project, H69AR cells, CellTiter-Glo; viability rescue; viability increase, % at 10 µM; 140,000 compounds, 0.61% hits; AID 799, 2007;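 active means viability gain under doxorubicin at or above a set limit, the compound median plus 3 SD, cut at about 4.7% in these data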;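 further: MRP-1 overexpressing cells given doxorubicin 25 µM after compound pretreatment; 18-22 h compound pretreatment then 72 h with doxorubicin before readout; 0% = doxorubicin-only wells and 100% = vehicle-treated cells without doxorubicin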
Yeast growth inh: growth inhibitors of yeast BB579 in restrictive medium, primary screen, yeast lifespan-shortening project, S. cerevisiae; OD615, 48 h; inhibition, % at 10 µM; 140,000 compounds, 0.51% hits;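 active means inhibition above a set limit, 3 SD over the mean compound inhibition, cut at about 44% in these data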; further: inactives centre near -24
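Detection: OD615 turbidity measurement; Material: Saccharomyces cerevisiae DeaD strain BB579, replicative lifespan model yeast; Timing: 48 h exposure, 30 °C; Doses: single 10 µM dose; Medium: CSMM-D restrictive synthetic medium containing dextrose (glucose); Controls: amphotericin B at 10 µg/mL as positive control.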
E-sel TNF inh: E-selectin induction blockers in HUVEC – imaging, immunofluorescence, high content, primary screen; HUVEC TNFa-induced E-selectin immunofluorescence; AID 1246, 2008; inhibition, % at 2 µM; 120,000 compounds, 0.71% hits;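 active means inhibition above the batch mean plus 3 SD, and confirmed as a hit on visual image review, cut at about 43% in these data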;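 further: 0% = TNF-stimulated DMSO wells and 100% = unstimulated control wells; not every result past the cut was called active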
Yeast lifespan up: compounds extending yeast replicative lifespan, primary screen, S. cerevisiae, OD615; S. cerevisiae growth with nicotinamide; deaD strain in restrictive glucose medium; inhibition of the nicotinamide effect, % at 10 µM; 130,000 compounds, 0.68% hits;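 active means inhibition above a set limit, placed 3 SD over the median of all compounds, cut at about 26% in these data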;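 further: 0% = nicotinamide-treated wells and 100% = cells grown without nicotinamide; some compounds called inactive have numbers as strong as hits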
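assay system = DeaD-strain S. cerevisiae | measured by = absorbance at 615 nm | probe or stimulus = nicotinamide 1.5 mM | buffer or medium = CSMM-D glucose medium, restrictive | times = 48 h at 30 °C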
Measles CPE: compounds protecting cells from measles virus cytopathic effect, primary screen, measles RdRp inhibitor project, single point, MLSMR library, absorbance; Measles virus-infected cells, CPE protection; protection (pct of control), % at 4 µM; 140,000 compounds, 1.5% hits; in the data active means protection mostly above about 24%, no sharp cut-off; inactive means mostly below about 26%; further: some compounds called inactive have numbers as strong as hits
NPY Y2 blocker: NPY-Y2 receptor antagonists, primary screen, cell-based; Neuropeptide Y receptor type 2 (Homo sapiens), P49146; NPY-Y2 expressing cells, antagonist mode; inhibition, % at 2.7 µM; 140,000 compounds, 0.99% hits; in the data active means inhibition above about 17%;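 further: 0% = vehicle with agonist challenge and 100% = reference antagonist with challenge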
Target sequence (P49146 whole entry, looked up): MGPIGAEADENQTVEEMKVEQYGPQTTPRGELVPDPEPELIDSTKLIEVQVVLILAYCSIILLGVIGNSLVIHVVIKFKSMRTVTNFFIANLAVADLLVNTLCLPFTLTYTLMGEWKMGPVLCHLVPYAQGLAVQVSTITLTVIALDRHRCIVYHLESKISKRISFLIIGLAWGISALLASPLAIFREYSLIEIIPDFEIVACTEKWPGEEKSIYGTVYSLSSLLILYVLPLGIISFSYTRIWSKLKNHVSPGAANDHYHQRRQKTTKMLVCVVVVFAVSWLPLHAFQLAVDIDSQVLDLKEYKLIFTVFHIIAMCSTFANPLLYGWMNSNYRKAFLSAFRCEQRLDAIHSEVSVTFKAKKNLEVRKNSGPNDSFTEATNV
GALR2 antag: GALR2 antagonists in receptor-expressing cells, primary screen | inhibition, % at 4 µM | 140,000 compounds, 0.39% hits | antagonist mode | Galanin receptor type 2 (Homo sapiens), O43603; in the data active means inhibition above about 27%;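 further: cells stimulated with galanin 1-16 at roughly its EC80; 0% = agonist challenge control and 100% = basal control without agonist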
Target sequence (O43603 whole entry, looked up): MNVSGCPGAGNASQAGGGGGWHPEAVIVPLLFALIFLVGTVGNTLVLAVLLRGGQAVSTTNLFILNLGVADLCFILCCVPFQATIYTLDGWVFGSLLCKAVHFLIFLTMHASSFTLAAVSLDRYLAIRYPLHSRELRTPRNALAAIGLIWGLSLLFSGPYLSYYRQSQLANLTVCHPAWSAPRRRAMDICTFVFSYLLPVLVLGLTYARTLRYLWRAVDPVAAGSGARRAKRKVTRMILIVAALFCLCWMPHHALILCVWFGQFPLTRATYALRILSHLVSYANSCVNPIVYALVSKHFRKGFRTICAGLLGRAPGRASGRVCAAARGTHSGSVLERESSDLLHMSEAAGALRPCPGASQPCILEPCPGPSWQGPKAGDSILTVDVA
Phagocytosis inh: inhibitors of macrophage phagocytosis, primary screen, imaging, J774A.1 cells, IgG beads | J774A.1 macrophage IgG-bead phagocytosis | inhibition, % at 5 µM | 110,000 compounds, 0.07% hits;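 active means inhibition above the mean of the plate negative controls plus 5 SD, cut at about 13% in these data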;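 further: phagocytic index as fraction of beads internalized from green versus red external bead signal; plate controls were DMSO negative control for no effect and cytochalasin-D positive control for full effect; some results beyond the cut were filed as inactive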
PTEN del growth: growth suppression of PTEN-null HCT116, primary screen, cell-based, CellTiter-Glo; HCT116 PTEN-null viability, 60 h; stronger effect = lower value; AID 827, 2007; 140,000 compounds, 1.2% hits; viability, % at 10 µM;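 active means viability at or below a set limit, 4 SD under the median of all tested compounds, cut at about 3.7% in these data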;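 further: PTEN knockout HCT116 line with beta catenin targeted HCT116 as companion control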
bCat KO growth: primary screen for growth suppressors in beta-catenin knockout HCT116 cells (colon tumor, human). viability, % at 10 µM. HCT116 beta-catenin knockout viability, CellTiter-Glo, 60 h; stronger effect = lower value. 140,000 compounds, 1.5% hits;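 active means viability at or under a set limit, the compound median less 4 SD, cut at about 6% in these data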;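 further: 0% = Hyamine 1622 control at 20 µM and 100% = untreated cell control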
* = called active by the depositor; / = no result given.

SMILES	MRP-1 activ	Yeast growth inh	E-sel TNF inh	Yeast lifespan up	Measles CPE	NPY Y2 blocker	GALR2 antag	Phagocytosis inh	PTEN del growth	bCat KO growth
CCN(CC)S(=O)(=O)c1cccc(-c2nnc(SCC(=O)NC)n2CCc2ccccc2)c1	-1.0	-48	-50	-8	16	1	2	-1	101	102
Cn1c(C(=O)NCCCN2CCN(c3ccccc3F)CC2)cc2c(=O)[nH]c3ccccc3c21	-3.2	-31	-18	-11	5	7	-12	-2	90	93
CCOC(=O)c1[nH]c2cc3c(cc2c1NC(=O)CN1CCC2(CC1)OCCO2)OCO3	-2.9	-10	-36	-21	4	0	5	/	102	106
O=C(CN1CCC(n2nnc3cc(C(F)(F)F)ccc32)CC1)Nc1ccc2c(c1)CCC2	-1.2	-32	20	-6	2	2	5	-2	84	73
COCCCN1C(=O)c2ccc(C(=O)Nc3cccc(OC)c3)cc2C1=O	-0.2	-31	3	-6	12	-1	10	6	104	94
COc1ccccc1C(=O)N/N=C(\C)c1ccc(NC(=O)C2CC2)cc1	0.7	-17	9	-1	15	2	-6	-5	96	91
CCCOc1ccc(C(=O)Nc2ccc(C)cc2[N+](=O)[O-])cc1	2.5	-17	18	-5	6	5	5	/	101	100
COc1ccc(N(CC(=O)NCc2ccc3c(c2)OCO3)S(=O)(=O)c2c(C)nn(C)c2C)cc1	-2.7	-5	-16	-8	30	1	8	0	79	78
Cc1cc(C)n(/N=C\c2c(O)ccc3ccccc23)c(=O)c1C(N)=O	-1.0	-51	15	24	23	0	2	0	101	98
Cc1nc2c(sc3nc4c(cc32)COC(C)(C)C4)c(=O)o1	-0.7	-11	81*	-10	20	1	5	0	94	107
CCC(C)(C)NC(=O)C(c1ccc(C)o1)N(C(=O)c1csnn1)c1cccc(F)c1 (stereo not given)	-4.5	6	-15	/	4	0	2	/	98	89
O=C(c1cncc(Br)c1)N1CCc2ccccc2C1	-1.3	-54	12	43*	10	2	-14	1	92	106
CCn1nc(CC(=O)Nc2nnc(CC(=O)N3CCOCC3)s2)c2ccccc2c1=O	-0.8	-29	10	-13	28*	3	2	5	104	98
Cc1ccc(C(=O)N/C(=C\C=C\c2ccccc2)C(=O)NCc2ccco2)cc1	2.0	-13	/	-2	11	2	-1	-6	82	91
COc1ccc(C(=O)OCC(=O)NC(=O)CCSc2ccccc2)cc1	-1.8	-8	/	3	9	7	7	/	106	97
Cc1ccc(C)c(N2CCN(C(=O)CC3Sc4ccccc4NC3=O)CC2)c1 (stereo not given)	2.3	28	37	-7	12	2	-6	/	59	46
Cc1csc(SCC(=O)c2ccc(S(=O)(=O)N3CCOCC3)cc2)n1	-1.0	-62	/	-8	9	1	7	-1	94	93
Fc1cccc2sc(Nc3nc4ccccc4s3)nc12	-3.5	34	17	-4	18	1	18	-3	78	79
Oc1ccccc1-c1nc(NCc2ccco2)c2ccccc2n1	-1.5	-28	/	-8	4	-1	-1	-3	35	38
O=C(NCCSc1ccccc1)c1ccco1	0.5	-33	4	-14	15	0	-4	2	105	103
CCN(CC(=O)Nc1ccccc1C(=O)OC)S(=O)(=O)c1ccc(OC)cc1	-0.9	-21	6	-2	8	1	6	0	96	88
COc1ccc(-c2cc(-c3ccccc3O)[nH]n2)cc1	-5.8	76*	5	-13	14	2	4	-1	47	43
CCOC(=O)C1=C(C)Nc2ccccc2N=C1NC(=O)c1cccc(S(=O)(=O)N(C)C)c1	-2.0	-3	6	-2	5	3	4	0	95	92
COC(=O)/C(=C\Nc1ccc(Cl)c2ccccc12)c1ncc(C(F)(F)F)cc1Cl	-1.3	-40	9	-7	22	4	6	0	82	83
O=C1c2cccc(O)c2C(=O)c2c(O)cccc21	-2.5	22	/	2	56	-2	12	/	43	45

A second format for some results above.
Fields – MRP-1 activ | Yeast growth inh | E-sel TNF inh | Yeast lifespan up | Measles CPE | NPY Y2 blocker | GALR2 antag | Phagocytosis inh | PTEN del growth | bCat KO growth
Cn1c(C(=O)NCCCN2CCN(c3ccccc3F)CC2)cc2c(=O)[nH]c3ccccc3c21
 : -3.2 | -31 | -18 | -11 | 5 | 7 | -12 | -2 | 90 | 93
CCOC(=O)c1[nH]c2cc3c(cc2c1NC(=O)CN1CCC2(CC1)OCCO2)OCO3
 : -2.9 | -10 | -36 | -21 | 4 | 0 | 5 | / | 102 | 106

Back to the main list; the seven compounds before the break are reprinted first.
SMILES	MRP-1 activ	Yeast growth inh	E-sel TNF inh	Yeast lifespan up	Measles CPE	NPY Y2 blocker	GALR2 antag	Phagocytosis inh	PTEN del growth	bCat KO growth
Oc1ccccc1-c1nc(NCc2ccco2)c2ccccc2n1	-1.5	-28	/	-8	4	-1	-1	-3	35	38
O=C(NCCSc1ccccc1)c1ccco1	0.5	-33	4	-14	15	0	-4	2	105	103
CCN(CC(=O)Nc1ccccc1C(=O)OC)S(=O)(=O)c1ccc(OC)cc1	-0.9	-21	6	-2	8	1	6	0	96	88
COc1ccc(-c2cc(-c3ccccc3O)[nH]n2)cc1	-5.8	76*	5	-13	14	2	4	-1	47	43
CCOC(=O)C1=C(C)Nc2ccccc2N=C1NC(=O)c1cccc(S(=O)(=O)N(C)C)c1	-2.0	-3	6	-2	5	3	4	0	95	92
COC(=O)/C(=C\Nc1ccc(Cl)c2ccccc12)c1ncc(C(F)(F)F)cc1Cl	-1.3	-40	9	-7	22	4	6	0	82	83
O=C1c2cccc(O)c2C(=O)c2c(O)cccc21	-2.5	22	/	2	56	-2	12	/	43	45
Cc1ccc(C)c(NCCC#N)c1	-1.1	-17	-35	4	5	2	-11	-4	93	96
CCCNC(=O)c1c(N)n(-c2cc(OC)cc(OC)c2)c2nc3ccccc3nc12	-4.8	-24	/	-8	12	1	-9	2	63	56
CNc1nnc(-c2ccncc2)s1	-0.5	10	/	-16	5	1	-5	1	87	101
COc1cc2c(cc1NC(=S)NC(=O)/C=C/c1ccc(OC)c(OC)c1)oc1ccccc12	-2.9	-3	-13	-7	53*	1	-3	-6	95	85
CCCc1cc(=O)[nH]c(SCC(=O)N(C)C2CCS(=O)(=O)C2)n1 (stereo not given)	0.4	-7	3	3	14	4	19	0	99	98
COCC(=O)N(Cc1cc2ccc(C)cc2[nH]c1=O)c1ccc(OC)cc1	-1.1	-10	/	-11	9	4	8	-1	96	85
Clc1ccc2c(c1)C1=C(C(c3ccncc3)O2)C(c2ccc(Br)cc2)n2ncnc2N1 (stereo not given)	-5.5	-45	-4	-5	5	4	5	-3	37	39
COc1ccc(OC)c2[nH]c(=O)c(CCNS(=O)(=O)c3ccc(Cl)cc3)cc12	-3.2	-10	-25	4	6	3	-8	/	91	92
CCC(C)(C)NC(=O)Cc1ccccc1OC	0.8	-73	19	-3	13	4	-8	0	109	98
CCN(CC)S(=O)(=O)c1ccc(/C=C/C(=O)Nc2cccc(F)c2)cc1	-1.7	1	-3	-1	15	0	-8	/	55	60
Cc1c(O)nc(SCC(=O)Nc2ccc3c4c(cccc24)CC3)n(-c2ccccc2)c1=O	-0.7	-50	/	-2	8	4	-6	-5	94	88
CCN(Cc1ccccc1)S(=O)(=O)c1cc(C(=O)NC(C)C2CC3CCC2C3)ccc1OC (stereo not given)	-1.2	-52	-8	4	11	8	-5	-1	54	52
O=C(CSc1nnc(Cc2ccccc2)o1)NC1CCCCC1	-0.2	-13	-25	-5	1	4	-12	-1	110	112
COC(=O)c1cnn2c3c(c(C)nc12)CCCC3	0.2	15	-15	-12	22	-3	-1	0	94	103
Cc1ccc2nc(-c3ccc(NC(=O)COC(=O)c4ccc([N+](=O)[O-])o4)cc3)sc2c1	-3.5	-33	/	-5	17	-2	14	/	12	19
O=C(N/N=C1\CCCc2c1[nH]c1ccc([N+](=O)[O-])cc21)c1ccncc1	-1.8	-17	/	5	8	2	-1	-6	77	81
COC(=O)Cc1c(C)nc2nc(NCc3cccc([N+](=O)[O-])c3)[nH]n2c1=O	1.1	0	-4	-18	5	0	2	1	107	112
Cc1ccc(Nc2nc(N)c([N+](=O)[O-])c(N3CCC(C)CC3)n2)cc1C	-3.1	-5	6	-4	9	3	-23	/	64	64
Cc1cc2ncn(/N=C/c3ccc([N+](=O)[O-])s3)c2cc1C	-5.9	-4	9	-6	1	-1	2	-8	1.2*	1.5*
COC(=O)N/N=C(\C)c1ccccc1OC(F)F	-1.5	-21	-6	-1	5	3	-2	-2	101	93
CC(NC(=O)c1cccc(F)c1)C(c1cccs1)N1CCN(C)CC1 (stereo not given)	0.0	-11	14	-13	2	2	5	-1	89	98
O=S(=O)(c1ccc(Cl)c(Cl)c1)c1snnc1-c1ccccc1	-2.9	32	19	9	19	2	10	-1	1.3*	1.2*
Cc1ccc(N(CC(=O)NC2CCCCCC2)S(=O)(=O)c2c(C)nn(C)c2C)cc1	-2.5	-12	9	-6	10	4	12	3	104	89
O=S(=O)(c1cccs1)N1CCN(CC(O)COc2cccc(Br)c2)CC1 (stereo not given)	0.3	15	-8	-18	8	1	-1	1	72	66
C/C(NC1CCCCC1)=C(/C#N)C(=O)NCCN1CCOCC1	0.5	-19	-2	1	13	-3	-4	-1	94	96
CCc1ccc2[nH]c(=O)c(CN(CCCN3CCOCC3)C(=O)Nc3ccc(F)cc3)cc2c1	-5.1	-46	16	-1	1	0	-6	-2	81	88
COc1ccc2nc(C)cc(SCC(=O)Nc3c(C)cccc3C)c2c1	0.7	-13	11	0	22	0	5	-3	91	92
CN(C)CCCNC(=O)CCc1nc2ccccc2c(=O)[nH]1	-0.7	-44	-30	-4	7	1	2	3	96	95
O=C(COC(=O)c1ccc([N+](=O)[O-])o1)NC1CCS(=O)(=O)C1 (stereo not given)	-0.8	3	8	3	20	-1	7	-2	104	98

Three entries out of the list above, sorted by the number in Phagocytosis inh, high to low.
SMILES,E-sel TNF inh,Yeast lifespan up,Measles CPE,NPY Y2 blocker,GALR2 antag,Phagocytosis inh
Cc1ccc(N(CC(=O)NC2CCCCCC2)S(=O)(=O)c2c(C)nn(C)c2C)cc1,9,-6,10,4,12,3
CCc1ccc2[nH]c(=O)c(CN(CCCN3CCOCC3)C(=O)Nc3ccc(F)cc3)cc2c1,16,-1,1,0,-6,-2
COc1ccc2nc(C)cc(SCC(=O)Nc3c(C)cccc3C)c2c1,11,0,22,0,5,-3
